High-throughput results (PubChem)
Growth percent in the NCI-60 one-dose screen (48 h, 10 µM unless noted): 100 = growth as untreated, 0 = no growth, -100 = all killed.
SK-MEL-5: SK-MEL-5 melanoma; actives 6.4% (n = 80,000); AID 1794755
LOX IMVI: LOX IMVI melanoma; actives 7.4% (n = 79,000); AID 1794757
HOP-62: HOP-62 NSCLC | actives 3.9% (n = 80,000) | AID 1794735
A549/ATCC: A549/ATCC NSCLC. actives 3.7% (n = 81,000)
EKVX: EKVX NSCLC. actives 3% (n = 71,000). AID 1794765
M14: M14 melanoma. actives 6.2% (n = 80,000). AID 1794745
CCRF-CEM: CCRF-CEM leukemia. actives 7% (n = 77,000). AID 1794778
HOP-92: HOP-92 NSCLC cells; actives 6.3% (n = 71,000)
Starred values were filed as active, the others as inactive; . = not tested or not shown; & = joins results of further samples. The calls were made as follows: active = growth percent below 10; inactive = the rest.

SMILES	SK-MEL-5	LOX IMVI	HOP-62	A549/ATCC	EKVX	M14	CCRF-CEM	HOP-92
CCCCC1COc2cccc3c(SCC(=O)N(C)c4ccccc4OC(F)(F)F)cc[n+]1c23 (stereo not drawn)	103	97	106	105	115	101	113	100
Cc1cc2cc3cc(C)c(N)cc3[n+](C)c2cc1N	18	-4.6*	19	3.8*	14	19	19	-12*
NNS(=O)(=O)c1ccc(Cl)c(S(=O)(=O)NN)c1	99	100	103	101	112	106	109	96
CCc1c(Nc2ccc(Cl)c(Cl)c2)nc(N)[nH]c1=O	90	89	72	90	67	88	93	75
NS(=O)(=O)c1ccc(CCn2c(SCc3ccc(Cl)cc3)nc3ccccc3c2=O)cc1	99	95	96	89	105	112	91	96
O=C(/C=C/c1ccc(O)c(O)c1)NC(Cc1ccccc1)C(=O)C(=O)NCc1ccccc1 (stereo not drawn)	98	87	101	103	103	96	92	102
CC(=O)O[C@H]1C[C@@]2(C)[C@@H](CC(=O)[C@H]3[C@@]4(C)CC[C@H](NCc5ccccc5)[C@@H](C)[C@@H]4CC[C@@]32C)/C1=C(\CCC=C(C)C)C(=O)O	101	100	99	92	91	96	99	88
O=C1NC(=O)c2c1c1c3cc(Br)ccc3[nH]c1c1oc3ccc(F)cc3c21	2.9*	.	-42*	54	21	20	2.9*	-53*
Cc1cccc(C)c1NC(=S)NC(=O)c1cccc(Cl)c1	97	92	88	85	.	96	.	74
CN1C(=O)/C(=C/c2ccc(C(=O)Nc3ncc(Cc4ccc(Cl)cc4)s3)cc2)SC1=S	26	18	50	48	53	16	55	52
COC(=O)c1ccc(C(=O)OC)c(=O)[nH]1	107	109	118	108	103	111	93	.
O=C1CSC(c2cn(-c3ccccc3)nc2-c2ccc([N+](=O)[O-])cc2)N1c1cccc(F)c1 (stereo not drawn)	103	114	108	101	99	107	105	96
CS(=O)(=O)c1nccc(-c2c(-c3ccc(F)c(OCCc4ccccc4)c3)nc3sccn23)n1	98	75	103	99	60	83	84	50
CCn1cc2c(=O)nc3sc(Cc4ccccc4)c(C)n3c2n1	100	92	81	82	92	.	91	84
N#Cc1ccc(OC(=O)Nc2ccc(F)cc2)cc1	92	.	99	90	96	109	95	120
O=c1[nH]c(OCc2ccc(F)cc2)nc2sc3cc(O)ccc3c12	67	92	88	88	91	99	83	.
C=CCN=C1NC(=O)/C(=C/c2cc(C(C)(C)C)c(O)c(C(C)(C)C)c2)S1	49	71	77	63	.	52	69	82
CC1(C)SC(C(NC(=O)Cc2ccccc2)C(=O)O)NC1C(=O)O (stereo not drawn)	102	95	98	97	99	98	99	93
O=C(Nc1ccc(OS(=O)(=O)C2CC2)cc1)C12CC3CC(CC(C3)C1)C2	84	89	93	97	.	94	89	97
O=C(/C=C/c1ccccc1)C1CC1	96	99	99	96	95	105	102	.
COc1ccc(-n2c(-c3ccccc3)c(-c3ccccc3)c3c(SCC(=O)N/N=C/c4ccc(N(C)C)cc4)ncnc32)cc1	73	99	95	99	76	89	75	57
COc1ccc(C)cc1NC(C)=O	101	95	107	97	94	95	101	100
Fc1ccc(C2=NN(c3cc(Cl)cc(Cl)c3)C(c3cccc(Nc4ccnc5cc(C(F)(F)F)ccc45)c3)C2)cc1 (stereo not drawn)	94	89	105	86	87	89	80	96
COc1ccc(/C=C/c2nc(Nc3ccc(NC(=O)Nc4ccc(Cl)cc4)cc3)c3ccccc3n2)cc1	.	99	101	103	92	102	105	94
COc1cc(C=O)ccc1OCc1ccccc1	103&102	94&97	106&108	91&86	97&90	99&115	117&66	95&77
O=C(NCCNc1nccc(-c2c(-c3cccc(O)c3)nc3sccn23)n1)c1cc(N2CCOCC2)cc(C(F)(F)F)c1	58	52	136	89	89	22	53	88
Nc1c(C(=O)Nc2ccccc2C(F)(F)F)sc2nc3c(cc12)CCCCCC3	85	89	85	73	.	93	76	56
O=C(O)c1cccnc1C(=O)O	104&97	96&103	96&111	89&98	98	95&103	89&91	.
S=C(NCc1ccccc1)N/N=C/C=C/c1ccccc1	106	94	74	89	106	93	121	114
COc1cc2nc(-c3cnc(N(C)C)nc3)nc(NC3CCN(Cc4ccccc4)CC3)c2cc1OC	11	-92*	-70*	-66*	-71*	-81*	-31*	-77*

An excerpt from further up, as a working copy:
SMILES	SK-MEL-5	LOX IMVI	HOP-62	A549/ATCC	EKVX	M14	CCRF-CEM	HOP-92
CS(=O)(=O)c1nccc(-c2c(-c3ccc(F)c(OCCc4ccccc4)c3)nc3sccn23)n1	98	75	103	99	60	83	84	50
CCn1cc2c(=O)nc3sc(Cc4ccccc4)c(C)n3c2n1	100	92	81	82	92	.	91	84
N#Cc1ccc(OC(=O)Nc2ccc(F)cc2)cc1	92	.	99	90	96	109	95	120
O=c1[nH]c(OCc2ccc(F)cc2)nc2sc3cc(O)ccc3c12	67	92	88	88	91	99	83	.
C=CCN=C1NC(=O)/C(=C/c2cc(C(C)(C)C)c(O)c(C(C)(C)C)c2)S1	49	71	77	63	.	52	69	82
CC1(C)SC(C(NC(=O)Cc2ccccc2)C(=O)O)NC1C(=O)O (stereo not drawn)	102	95	98	97	99	98	99	93
O=C(Nc1ccc(OS(=O)(=O)C2CC2)cc1)C12CC3CC(CC(C3)C1)C2	84	89	93	97	.	94	89	97
O=C(/C=C/c1ccccc1)C1CC1	96	99	99	96	95	105	102	.
COc1ccc(-n2c(-c3ccccc3)c(-c3ccccc3)c3c(SCC(=O)N/N=C/c4ccc(N(C)C)cc4)ncnc32)cc1	73	99	95	99	76	89	75	57
COc1ccc(C)cc1NC(C)=O	101	95	107	97	94	95	101	100
Fc1ccc(C2=NN(c3cc(Cl)cc(Cl)c3)C(c3cccc(Nc4ccnc5cc(C(F)(F)F)ccc45)c3)C2)cc1 (stereo not drawn)	94	89	105	86	87	89	80	96
COc1ccc(/C=C/c2nc(Nc3ccc(NC(=O)Nc4ccc(Cl)cc4)cc3)c3ccccc3n2)cc1	.	99	101	103	92	102	105	94
COc1cc(C=O)ccc1OCc1ccccc1	103&102	94&97	106&108	91&86	97&90	99&115	117&66	95&77
O=C(NCCNc1nccc(-c2c(-c3cccc(O)c3)nc3sccn23)n1)c1cc(N2CCOCC2)cc(C(F)(F)F)c1	58	52	136	89	89	22	53	88
Nc1c(C(=O)Nc2ccccc2C(F)(F)F)sc2nc3c(cc12)CCCCCC3	85	89	85	73	.	93	76	56
O=C(O)c1cccnc1C(=O)O	104&97	96&103	96&111	89&98	98	95&103	89&91	.

The list goes on.
SMILES	SK-MEL-5	LOX IMVI	HOP-62	A549/ATCC	EKVX	M14	CCRF-CEM	HOP-92
O=c1cc(-c2ccccc2)oc2ccc(O)cc12	80	108	114	99	39	115	88	88
Cc1cc(C)c2c(Cn3cc(Cn4cnc5c4c(=O)n(C)c(=O)n5C)nn3)cc(=O)oc2c1	94	98	99	98	98	92	105	103
Cc1ccc(CN(CC(=O)O)N=O)cc1	100	98	108	104	100	98	103	.
COC(=O)c1cc(C(=O)C(C)(C)C)n2c3ccccc3c3ccccc3c12	89	91	132	115	101	97	76	63
COC(=O)C1(O)NC(=C(C#N)C#N)C(C#N)=C1C(=O)c1cccc([N+](=O)[O-])c1 (stereo not drawn)	101	96	85	87	96	95	83	83
OC(c1ccc(Cl)cc1)c1cccnc1 (stereo not drawn)	105	95	91	94	103	106	100	102
CCCCNC(=O)Oc1ccc(/C(=C(\C)c2ccc(OC)cc2)c2ccc(OCCN3CCCCC3)cc2)cc1	45	20	69	47	68	-55*	58	47
O=C(Nc1sc2c(c1C(=O)NCCc1c[nH]c3ccccc13)CCCC2)c1ccccc1	90	84	100	76	82	82	84	82
O=c1/c(=C/c2ccc(O)cc2)sc2nc3ccccc3n12	98	68	96	88	80	95	31	103
COC(=O)[C@@H](Cc1c[nH]c2ccccc12)NC(=O)/C=C/c1ccccc1	31	38	19	.	.	-37*	.	55
C/C(=C\[C@H]1C[C@](C)(O)[C@H]2[C@@H](C[C@@]3(C)[C@@H]4CC=C5[C@@H](CC[C@H](O)C5(C)C)[C@]4(C)C(=O)C[C@]23C)O1)CO	107	97	101	99	102	99	101	101
O=c1oc2ccccc2cc1-c1cc2ccccc2[nH]1	101	93	78	101	89	97	92	81
Cc1cc(=O)[nH]c(N/N=C/c2cc(Br)ccc2O)n1	26	9.3*	48	23	9.7*	10	23	55
CC1CN(CSc2ccccc2)CCN1CSc1ccccc1 (stereo not drawn)	94	41	68	100	87	95	22	71
Cc1ccc(C2=NN(c3ccccc3)C(c3ccccc3)C2NC2CCCCC2)cc1 (stereo not drawn)	.	87	101	96	90	100	122	100
C=CC(=O)N1c2ccccc2N(C(=O)C=C)C(C)C1C (stereo not drawn)	86	86	91	87	91	79	58	78
CC(=O)N1CCCCCC1=O	100	102	102	110	113	98	108	101
COc1cccc(C(=O)N(c2ccc(OC(F)(F)F)cc2)C(C(=O)NC(C)(C)C)c2cc3c(C)cc(C)cc3nc2Cl)c1 (stereo not drawn)	64	77	102	71	66	81	56	79
O=C(/C=C(O)/C=C/c1cccc2[nH]ccc12)/C=C/c1cccc2[nH]ccc12	76	64	76	88	98	39	65	62
O=c1cc(C=NCc2nc(-c3ccccc3)cs2)c2cc(Cl)ccc2o1	72	73	69	75	70	75	37	54
COc1cc2nnc3c4cccnc4[nH]c3c2cc1OC	94	13	97	47	73	81	-37*	-41*
CC[C@@]1(O)C(=O)OCc2c1cc1n(c2=O)Cc2c-1nc1ccccc1c2/C=N/OC(C)(C)C	-66*	-58*	-24*	-11*	17	-18*	4.2*	-12*
COc1cccc(/C=C2\C=C(c3ccccc3)N(Cc3ccccc3)C2=O)c1	35	49	69	48	39	5.9*	62	18
Cc1ccc(C(=O)/C=C/Nc2cc(-c3ccccc3)nn2-c2ccccc2)cc1	93	100	95	90	89	101	99	101
NC1=NC(c2c(O)cccc2Br)n2c(nc3ccccc32)N1 (stereo not drawn)	94	70	125	102	96	92	110	.
CCOC(=O)c1sc(Nc2nc(O)c(C3=c4cc(F)ccc4=NC3=O)s2)nc1C	91	86	114	96	102	91	101	122
CNS(=O)(=O)c1n[nH]nc1-c1cc(C(C)(C)C)c(O)c(C(C)(C)C)c1	94	101	85	90	90	96	.	80
CC1(C)OC2=C(CC1Br)C(=O)C(=O)c1ccccc12 (stereo not drawn)	-100*	-77*	-88*	-40*	-40*	-91*	-23*	.
O=C1c2ccccc2N2C(=O)CN(S(=O)(=O)c3ccccc3)CC23C=CC1O3 (stereo not drawn)	108	105	102	107	106	108	103	101
Nc1nc(SCc2cccnc2)c2ncn(C3OC(CO)C(O)C3O)c2n1 (stereo not drawn)	99	102	86	.	101	98	115	78
O=C(O)c1ccc(S(=O)(=O)c2ccccc2)cc1	101	108	99	100	109	.	104	87
CCN(CC)CCn1c(=O)c2cc(OC)c(OC)cc2c2ccc3cc4c(cc3c21)OCO4	36	-42*	22	39	84	11	2.8*	53
C=C1C(=O)O[C@H]2[C@H]1CC/C(Cn1cc(Cc3c[nH]c4ccccc34)nn1)=C\CC[C@@]1(C)O[C@@H]21	25	-76*	77	58	54	10	-17*	-8.5*
C[C@@H]1C=C(I)[C@@]2(CCCO)c3c(oc4ccccc34)-c3ccccc3[C@@H]12	102	87	102	91	94	104	94	82
N#Cc1c(NCc2ccccc2)n[nH]c1Nc1ccccc1	.	58	89	32	53	41	18	62
NC(=O)c1c(Nc2ccccc2)n[nH]c1N	100	108	99	91	109	102	111	99
C/C=C(\C)C(C(=O)NC1CCCCC1)N(C(=O)C1CCc2cc(F)ccc2O1)c1ccc(Cl)cc1 (stereo not drawn)	97	94	94	96	94	103	101	108
